IL2 activator: activators of IL-2; IL-2 activation reporter assay, cell-based qHTS; stimulated with anti-CD3/CD4/CD28 beads; in transgenic mouse T cells; actives 0.065% (n = 360,000); AID 652025; activation, % (series mostly up to about 46 µM); in the data active = activation above about 50%; inconclusive = mostly about 30% to 49%; note: 0% is about no effect
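Readout: EGFP and DsRed signals by fluorescent plate cytometry. Unstimulated transgenic mouse T cells received compound 60 min before antibody-bead stimulation, then incubated 18 h at 37 degrees C.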
ATXN2 expr inh: ATXN2 expression inhibition; HEK-293 ATXN2-luciferase reporter, luminescence, 24 h; Potency, µM (series often up to 57 µM), for inactives: top-dose activity change, negative = inhibition, most hits filed as inhibitors; actives 0.72% (n = 360,000); AID 1745845; note: potency is the fitted concentration of half-maximal effect; % is set by controls: 0 for no effect and ±100 for the full control effect; nearly all actives have a fitted effect of over 55% in size
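ATXN2-luciferase reporter cells (luciferase flanked by upstream and downstream ATXN2 gene portions) were treated 24 h at 37 °C with compounds at up to 57 uM. SteadyGlo luminescence gave expression; GF-AFC fluorescence gave viability.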
Nrf2 activator: Nrf2 pathway activation. AREc32 ARE-luciferase reporter (MCF7-derived line), luminescence, 24 h. Potency, µM (series often up to 46.1 µM), inactives show at the highest dose activation, hits mostly activators. actives 0.31% (n = 410,000); note: potency is the fitted concentration of half-maximal effect; % of control where 0% means no effect; nearly all actives have a fitted effect of over 65% in size
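For detection, Steady-Glo was added and plates sat 30 min at RT; before that, AREc32_Fluc cells grown overnight in OPTI-MEM/5% FBS had been treated with 23 nL compound for 24 hr at 37 deg C.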
Nrf2 block: inhibitors of Nrf2 signaling; actives 2.1% (n = 360,000); Potency, µM (titrated, usually from 46 µM), inactives show top-dose activity change, negative = inhibition, actives largely listed as inhibitors; AID 504444; A549 ARE-Fluc reporter, luciferase luminescence, 18-24 h; note: potency is the fitted concentration of half-maximal effect; % is set by controls: 0 for no effect and ±100 for the full control effect; nearly all actives have a fitted effect of over 60% in size
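Concentration-response testing used A549 ARE_Fluc cells at 5000 cells/well. Following an 18-24 h compound incubation, viability was read by fluorescence (Ex 405/Em 525) and luciferase output by luminescence.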
S2 tox: reduces viability in counter-screen for ATXN expression inhibitors; S2 cells (HEK-293 line with an ATXN2-luciferase reporter) viability, CellTiter-Fluor protease fluorescence, 24 h; Potency, µM (series often up to 56.7 µM), usual class: cytotoxic; actives 0.49% (n = 400,000); note: potency is the fitted concentration of half-maximal effect; nearly all actives have a fitted effect of over 40% in size
A549 viability: counter-screen for Nrf2 inhibitors: cytotoxicity in A549 cells; Potency, µM (highest dose often 46 µM), inactives show top-dose activity change, negative = cytotoxicity, most hits filed as inhibitors; actives 0.16% (n = 390,000); A549 ARE-Fluc cells, CellTiter-Fluor viability, 18-24 h; note: potency is the fitted concentration of half-maximal effect; % is set by controls: 0 for no effect and ±100 for the full control effect
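Cytotoxicity counterscreen: CellTiter-Fluor fluorescence was measured in A549 ARE_Fluc cells after 18-24 h of compound exposure in a concentration series. The subsequent BugLite luminescent read reports ARE-luciferase activity.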
TGFb SMAD3 inh: TGF-b pathway inhibition; Potency, µM (top dose mostly 46.1 µM), without a hit: at the top dose activity, negative = inhibition, usual class: inhibitors; AID 588855; actives 1.2% (n = 410,000); HepG2 CAGA-GFP TGF-b/SMAD3 reporter, GFP fluorescence, 18 h; TGF-beta stimulated, 500 pg/mL final; note: potency is the fitted concentration of half-maximal effect; % is set by controls: 0 for no effect and ±100 for the full control effect; nearly all actives have a fitted effect of over 65% in size
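First, reporter cells (HEPG2 CAGA-GFP) rested 2 h at 37 degrees C. Next, compounds were pinned in and TGF-beta added to 500 pg/mL final. After 18 h, GFP was imaged per cell and summed per well.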
HepG2 viability: HepG2 cytotoxicity, counter-screen for TGF-b inhibitors; AID 588856; Potency, µM (series often up to 46.1 µM), for the others: at the top dose activity change, negative = cytotoxicity, actives largely listed as cytotoxic; HepG2 CAGA-GFP viability, ATP luminescence, 18 h; actives 0.76% (n = 410,000); note: potency is the fitted concentration of half-maximal effect; some results filed as inactive show a strong effect at the top dose
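CellTiter-Glo luminescence gave cytotoxicity after 18 hours at 37 degrees C. The cells were HepG2 CAGA-GFP in 1% FBS DMEM, stimulated with 500 pg/mL TGF-beta after compound addition. %Activity was normalised to no-cell wells (complete cell-killing) and DMSO (no toxicity), and curves were fitted and classified.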
EPAC2 ag: activates human EPAC2 exchange factor; actives 0.079% (n = 360,000); Potency, µM (top dose mostly 154 µM), for inactives: at the highest dose activation, hits mostly activators; AID 720711; EPAC2 activation, biochemical qHTS; response scale: 100% = 6.5 mM cAMP response; Q8WZA2; note: potency is the fitted concentration of half-maximal effect; nearly all actives have a fitted effect of over 50% in size
Target sequence (Q8WZA2 whole entry, looked up): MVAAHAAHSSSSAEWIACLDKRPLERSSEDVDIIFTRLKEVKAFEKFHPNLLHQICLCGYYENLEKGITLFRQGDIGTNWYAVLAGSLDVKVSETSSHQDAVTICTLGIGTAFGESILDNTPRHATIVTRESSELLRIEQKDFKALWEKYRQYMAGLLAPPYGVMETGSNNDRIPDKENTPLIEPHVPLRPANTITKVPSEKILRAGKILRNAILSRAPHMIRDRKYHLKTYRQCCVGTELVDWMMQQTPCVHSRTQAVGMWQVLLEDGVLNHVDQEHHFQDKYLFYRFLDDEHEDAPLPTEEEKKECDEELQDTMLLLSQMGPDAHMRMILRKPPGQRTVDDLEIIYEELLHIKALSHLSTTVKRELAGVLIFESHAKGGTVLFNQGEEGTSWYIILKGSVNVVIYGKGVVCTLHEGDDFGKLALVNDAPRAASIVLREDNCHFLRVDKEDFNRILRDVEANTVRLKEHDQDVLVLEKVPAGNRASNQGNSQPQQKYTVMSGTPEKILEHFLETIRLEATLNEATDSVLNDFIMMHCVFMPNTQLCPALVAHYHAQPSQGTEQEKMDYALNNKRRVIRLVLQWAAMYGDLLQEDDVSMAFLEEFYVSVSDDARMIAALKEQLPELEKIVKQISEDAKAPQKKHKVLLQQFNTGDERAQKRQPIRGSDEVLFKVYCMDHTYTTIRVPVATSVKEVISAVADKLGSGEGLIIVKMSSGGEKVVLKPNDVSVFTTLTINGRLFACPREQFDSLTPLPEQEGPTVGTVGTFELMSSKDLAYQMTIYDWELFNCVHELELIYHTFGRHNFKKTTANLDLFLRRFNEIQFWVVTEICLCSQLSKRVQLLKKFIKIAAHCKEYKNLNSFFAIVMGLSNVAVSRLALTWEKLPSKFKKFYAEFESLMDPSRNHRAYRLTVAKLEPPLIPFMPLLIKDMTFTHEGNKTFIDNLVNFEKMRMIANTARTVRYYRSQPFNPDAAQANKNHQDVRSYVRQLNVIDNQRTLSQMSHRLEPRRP
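Exchange assay: 100 nM EPAC2 with 250 nM Rap1B-BODIPY-GDP and 50 uM GDP. Fluorescence (ex 480/em 540 nm) read every 5 min for 30 min at room temperature. Data normalized to 6.5 mM cAMP as agonist control.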
The depositor's hits bear a star; i = inactive; u = inconclusive; x = no result given; [ ] = dose if it differs, or a comment. Unless noted, calls come from the whole dose curve; as a rule, active = well fitted curve in the direction sought with a large enough effect; inconclusive = small, poorly fitted or top-dose-only effect, or another doubt; inactive = no such curve, though single readings can be large; an effect the other way counts as inactive or inconclusive.

Results follow in this order: IL2 activator	ATXN2 expr inh	Nrf2 activator	Nrf2 block	S2 tox	A549 viability	TGFb SMAD3 inh	HepG2 viability	EPAC2 ag
CC(C)c1cnc2c(c1SCc1cccc(F)c1)c(=O)n(C)c(=O)n2C
    x	x	7.8%	x	x	4%	0%	-22%	x
CCOC(=O)c1cnc(-n2nc(C)cc2C)nc1NC1CCCC1
    -5.9	u	3.3%	u	u	u	u	11µM*	9%
COCc1ccc(C(=O)N2CCCC(N3CCN(c4cccc(Cl)c4)CC3)C2)s1 (configuration not stated)
    -1.4	x	4.1%	x	i	x	-6%	-3%	5%
COc1ccc(CC(=O)OCN2C(=O)c3ccccc3C2=O)cc1OC
    0.1	9%	2.2%	1%	i	1%	-12%	-26%	4%
CC(C)C(c1nnnn1C1CCCCC1)N1CCOCC1 (configuration not stated)
    -2.0	3%	-0.4%	0%	u	1%	1%	16%	7%
Cc1c(C(=O)OC(C)C)sc(NC(=O)c2cccnc2)c1C#N
    2.7	46%[activator]	9.6%	u	i	-23%	-5%	-19%	-13%
CCCc1[nH]nc2c1C(C1CCCCC1)C(C#N)=C(N)O2 (configuration not stated)
    -2.5	-29%	25%	-10%	u	-8%	u	-33%	-3%
Cc1ccc2c(c1)c1ncnc(N3CCN(c4ccccc4)CC3)c1n2C
    1.4	u	4.2%	x	i	-1%	10%	-1%	8%
O=C(CN1C(=O)C2(SCC(=O)N2c2cccc(Cl)c2)c2ccccc21)NCc1ccccc1 (configuration not stated)
    x	-25%	3.3%	12%	i	-5%	-21%	-12%	x
COc1ccc(Nc2ncc3c(n2)CCN(Cc2ccccc2C)C3)c(OC)c1
    x	-1%	-0.3%	x	i	0%	0%	2%	x

Nine compounds out of the list, sorted by formula weight, ascending:
Results follow in this order: IL2 activator	ATXN2 expr inh	Nrf2 activator	Nrf2 block	S2 tox	A549 viability	TGFb SMAD3 inh	HepG2 viability	EPAC2 ag
CCCc1[nH]nc2c1C(C1CCCCC1)C(C#N)=C(N)O2 (configuration not stated)
    -2.5	-29%	25%	-10%	u	-8%	u	-33%	-3%
CC(C)C(c1nnnn1C1CCCCC1)N1CCOCC1 (configuration not stated)
    -2.0	3%	-0.4%	0%	u	1%	1%	16%	7%
Cc1c(C(=O)OC(C)C)sc(NC(=O)c2cccnc2)c1C#N
    2.7	46%[activator]	9.6%	u	i	-23%	-5%	-19%	-13%
COc1ccc(CC(=O)OCN2C(=O)c3ccccc3C2=O)cc1OC
    0.1	9%	2.2%	1%	i	1%	-12%	-26%	4%
Cc1ccc2c(c1)c1ncnc(N3CCN(c4ccccc4)CC3)c1n2C
    1.4	u	4.2%	x	i	-1%	10%	-1%	8%
CC(C)c1cnc2c(c1SCc1cccc(F)c1)c(=O)n(C)c(=O)n2C
    x	x	7.8%	x	x	4%	0%	-22%	x
COc1ccc(Nc2ncc3c(n2)CCN(Cc2ccccc2C)C3)c(OC)c1
    x	-1%	-0.3%	x	i	0%	0%	2%	x
COCc1ccc(C(=O)N2CCCC(N3CCN(c4cccc(Cl)c4)CC3)C2)s1 (configuration not stated)
    -1.4	x	4.1%	x	i	x	-6%	-3%	5%
O=C(CN1C(=O)C2(SCC(=O)N2c2cccc(Cl)c2)c2ccccc21)NCc1ccccc1 (configuration not stated)
    x	-25%	3.3%	12%	i	-5%	-21%	-12%	x

(listing goes on)
Results follow in this order: IL2 activator	ATXN2 expr inh	Nrf2 activator	Nrf2 block	S2 tox	A549 viability	TGFb SMAD3 inh	HepG2 viability	EPAC2 ag
O=C(CC(=O)NC1CCCCC1)N/N=C/c1ccc(Cl)cc1
    0.9	-24%	-1.7%	-8%	i	-9%	9%	-23%	-19%
COc1ccc(C(CC(=O)c2ccccc2)S(=O)(=O)c2ccccc2)cc1 (configuration not stated)
    1.0	71%[activator]	6.4%	8%	i	0%	0%	-24%	14%
Cc1ccc(NS(=O)(=O)c2cccc(C(=O)NCCCN3CCCC3=O)c2)cc1
    -0.3	-1%	0.0%	-16%	u	-5%	-18%	-15%	-2%
OC(CNCc1ccc(Cl)c(Cl)c1)c1ccccc1 (configuration not stated)
    0.8	-2%	3.3%	25%	i	-5%	-10%	1%	13%
CC1(C(=O)OCC(=O)N2c3ccccc3Sc3ccccc32)CC1(Cl)Cl (configuration not stated)
    4.2	x	3.3%	u	i	-11%	-13%	-1%	13%
CCN(CC)C(=O)[C@H]1C[C@H](CC(=O)NCc2ccco2)C(=O)N2CCc3c([nH]c4ccc(Cl)cc34)[C@]12C
    -0.2	-15%	8.3%	u	i	-16%	u	-9%	2%
CN1CCN(C2Cc3ccc(F)cc3Sc3cc(F)c(Cl)cc32)CC1 (configuration not stated)
    -4.3	u	-3.4%	1%	u	4%	u	20µM*	12%
O=C(Nn1cnnc1)c1cccc(S(=O)(=O)N2CCOCC2)c1
    2.9	-6%	-0.1%	4%	i	3%	2%	1%	-3%
Cc1ccc(-n2c(C)cc(C(=O)COC(=O)c3ccc[nH]c3=O)c2C)cc1
    0.0	-7%	-1.6%	u	i	0%	3%	-1%	15%
O=C(CCN1CCOCC1)c1ccc(Cl)cc1
    -5.0	-22%	u	12%	i	1%	-1%	0%	15%
Cn1c2c(c(=O)n(C)c1=O)C1c3ccccc3OCC1C(C)(C)O2 (configuration not stated)
    0.6	9%	-1.3%	3%	i	-10%	-4%	-13%	0%
COc1ccc(C2=CC(=O)OC3(CCCC3)O2)cc1
    -2.4	-9%	-0.4%	2%	i	11%	7%	-10%	6%
O=C(Nc1ccccc1N1CCCCC1)c1cc(S(=O)(=O)N2CCOCC2)ccc1F
    -5.7	-13%	2.4%	u	i	12%	-12%	0%	3%
O=C(c1cc(F)ccc1F)C1CCCN(C(=O)CCN2CCCCO2)C1 (configuration not stated)
    0.0	-13%	0.0%	6%	i	2%	3%	-13%	-6%
Cc1nn(-c2ccccc2)c(/N=C/c2ccccc2O)c1-c1ccccc1
    -1.7	38%[activator]	0.7%	15%	i	1%	u	-10%	17%
C/C(=N/NC(=O)CNC(=O)c1ccco1)c1ccc(Cl)cc1
    -0.8	x	0.0%	6%	i	2%	0%	-25%	4%
Cc1cccc(NC(=O)C2CCCN(S(=O)(=O)c3c(C)n[nH]c3C)C2)c1 (configuration not stated)
    x	-6%	-0.4%	u	i	4%	-3%	-1%	x
Cc1ccccc1NC(=O)Cn1nc(-c2ccc(F)cc2)c2cnc3ccccc3c21
    x	-1%	-0.8%	18%	i	1%	-17%	-17%	x
CC(C)C(c1nnnn1Cc1ccccc1)N1CCN(Cc2ccc3c(c2)OCO3)CC1 (configuration not stated)
    6.5	-17%	2.3%	0%	i	9%	32%[activator]	-11%	2%
CCOc1cc(NC(=S)NC)c(OCC)cc1NC(=O)c1cccs1
    3.9	-4%	-0.2%	-5%	i	3%	13%	1%	5%
COC(=O)c1cnc(N2CCN(c3ccc(OC)cc3)CC2)c2ccccc12
    x	x	1.8%	x	x	-16%	1%	-2%	x
N#Cc1cnn2ccn(C3OC(CO)C(O)C3O)c12 (configuration not stated)
    -2.6	x	-0.3%	-4%	i	-2%	-32%	-8%	14%
Cc1nn(S(=O)(=O)c2ccc(Cl)cc2)c(C)c1Sc1ccc([N+](=O)[O-])cc1
    0.4	-9%	1.4%	u	i	-2%	u	2%	10%
O=C(CN1CCOCC1)NNC(=O)c1ccc(Cl)cc1
    0.2	6%	-0.2%	-1%	i	-2%	1%	-3%	1%
Cc1cccc(C(=O)OCC(=O)N2c3ccccc3CC2C)c1C (configuration not stated)
    -2.8	x	0.1%	x	i	x	-21%	-4%	15%
CCN(CC)c1ccc2cc(C(N)=O)c(=O)oc2c1
    1.4	29%	5.0%	u	x	-20%	-6%	1%	7%
O=C1/C(=C\c2ccc(Cl)c(Cl)c2)CN(C(=O)CCN2CCOCC2)C/C1=C/c1ccc(Cl)c(Cl)c1
    -6.6	6.7µM*	u	u	6.7µM*	21µM*	2.8µM*	16µM*	-1%
CCOc1cc2c(cc1O)C(=NOC)CC1C2CCC2(C)C(O)CCC12 (configuration not stated)
    0.3	11%	-0.2%	18%	i	-1%	18µM*	-17%	4%
O=C(CSc1nc(-c2ccccc2)ns1)N1CCOCC1
    0.1	31%[activator][11.3 µM]	0.3%	u	i	-1%	0%	4%	-1%
CC(C)n1cnc2c(Nc3ccc(C(=O)O)cc3)nc(Cl)nc21
    -0.8	9%	-0.2%	22%	i	-11%	-22%	47%	4%
C=CCSc1nnc(NC(=O)c2c(CC)noc2C)s1
    1.4	-11%	-0.1%	2%	i	1%	0%	-16%	7%
CCc1c(C)nc(N)n2c(SCC(=O)N3CCCc4ccccc43)nnc12
    0.2	0%	-0.4%	10%	i	-5%	6%	2%	-1%
Cc1ccc(NC2c3ncccc3C(=O)N2Cc2cccs2)cc1 (configuration not stated)
    -2.8	2%	2.8%	-10%	i	-2%	u	-19%	10%
CCCN(CC(=O)Nc1ccccc1C)C(=O)c1ccc(-c2ccc([N+](=O)[O-])cc2)o1
    -0.2	2%	5.0%	-1%	i	2%	-18%	-20%	-2%
Cc1cc(SCC(=O)OCC(=O)N2CCCC2=O)c(C)cc1Br
    -0.4	-6%	-1.0%	-5%	u	-4%	5%	0%	9%
O=C(NC1CCCCC1)C(c1cccnc1)N(C(=O)c1csnn1)c1ccccc1 (configuration not stated)
    -0.4	-4%	-0.1%	0%	i	-1%	3%	3%	10%
